PREPL inhibitor = inhibitors of human prolyl oligopeptidase-like enzyme PREPL; Q4J6C6; recombinant PREPL, fluorescence polarization activity-based probe; inhibition, % at 5.96 µM; hit rate 0.68% among 320,000; AID 2751; in the data active means inhibition above about 43%;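 further: 0% = enzyme with DMSO and 100% = wells lacking enzyme; many of its hits are not listed in these tables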
pPAFAH inh = pPAFAH (human) enzyme inhibition. Q13093. recombinant pPAFAH, FP-rhodamine probe fluorescence polarization. inhibition, % at 3.39 µM. hit rate 1.5% among 330,000;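 active means inhibition above the mean inhibition across the screen plus 3 SD, cut at about 25% in these data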;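 further: inhibitors block binding of the rhodamine activity-based probe so polarization drops; 0% = enzyme with DMSO and 100% = wells lacking pPAFAH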
ZTA counter = counter-screen for EBNA-1 inhibitors: inhibitors of Epstein-Barr virus ZTA | ZTA-DNA binding, fluorescence polarization | inhibition, % at 11 µM | hit rate 0.15% among 320,000 | AID 2234; in the data active means inhibition above about 33%
Target sequence (P03206 whole entry, looked up): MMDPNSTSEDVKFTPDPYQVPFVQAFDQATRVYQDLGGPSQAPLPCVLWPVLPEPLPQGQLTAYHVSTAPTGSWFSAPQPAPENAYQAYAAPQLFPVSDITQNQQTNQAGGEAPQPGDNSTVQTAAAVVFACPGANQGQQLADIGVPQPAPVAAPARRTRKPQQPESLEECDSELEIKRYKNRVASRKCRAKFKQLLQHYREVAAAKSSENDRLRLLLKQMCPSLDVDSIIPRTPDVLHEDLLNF
PAFAH1B3 FP inh = inhibitors of human PAFAH1B3 | Q15102 | recombinant PAFAH1B3, FP-rhodamine probe, fluorescence polarization | inhibition, % at 3.39 µM | hit rate 0.28% among 340,000;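 active means inhibition above the screen-wide average of all tested compounds plus 3 SD, cut at about 25% in these data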;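 further: 0% = enzyme with DMSO only and 100% = wells lacking PAFAH1B3 protein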
PAFAH1B2 inh = PAFAH1B2 (human) inhibition; P68402; recombinant PAFAH1B2, FP-rhodamine activity probe, fluorescence polarization; inhibition, % at 3.39 µM; hit rate 1.2% among 340,000;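 active means inhibition above the mean of all tested compounds plus 3 SD, cut at about 24% in these data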;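 further: 0% = enzyme with DMSO and 100% = wells lacking PAFAH1B2; many of its hits are not listed in these tables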
Target sequence (P68402 whole entry, looked up): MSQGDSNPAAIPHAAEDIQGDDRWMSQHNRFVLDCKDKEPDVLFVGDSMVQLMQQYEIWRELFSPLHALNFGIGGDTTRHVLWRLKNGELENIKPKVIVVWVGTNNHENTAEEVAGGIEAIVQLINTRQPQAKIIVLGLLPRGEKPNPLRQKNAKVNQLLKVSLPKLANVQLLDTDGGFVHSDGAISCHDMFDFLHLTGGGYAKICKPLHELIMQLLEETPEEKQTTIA
LYPLA1 inh = blocks human lysophospholipase 1, a PME1 counter-screen; O75608; recombinant LYPLA1, FP-Rh probe fluorescence polarization; inhibition, % at 5.9 µM; hit rate 0.16% among 320,000;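 active means inhibition above the mean of all tested compounds plus 3 SD, set per campaign, cut at about 14% in these data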;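 further: inhibitors block serine hydrolase probe labeling of LYPLA1 so polarization falls; 0% = enzyme with DMSO and 100% = wells lacking LYPLA1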
Target sequence (O75608 whole entry, looked up): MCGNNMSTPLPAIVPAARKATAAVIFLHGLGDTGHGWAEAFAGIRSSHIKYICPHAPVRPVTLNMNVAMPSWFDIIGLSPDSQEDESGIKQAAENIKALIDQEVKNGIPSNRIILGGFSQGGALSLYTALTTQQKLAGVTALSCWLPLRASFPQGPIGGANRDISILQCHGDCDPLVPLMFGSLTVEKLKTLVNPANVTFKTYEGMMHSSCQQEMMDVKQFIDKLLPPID
PAFAH2 inh = PAFAH2 (human) inhibition. Q99487. recombinant PAFAH2, FP-rhodamine activity probe, fluorescence polarization. inhibition, % at 3.39 µM. hit rate 0.99% among 340,000;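 active means inhibition above the mean over all tested compounds plus 3 SD, cut at about 30% in these data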;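 further: inhibitors block probe labeling of enzyme so polarization drops; 0% = enzyme with DMSO and 100% = wells lacking PAFAH2 protein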
LYPLA2 counter = LYPLA2 (human) inhibition in PME1 counter-screen; O95372; recombinant LYPLA2, FP-Rh probe fluorescence polarization; inhibition, % at 5.9 µM; hit rate 0.38% among 320,000;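 active means inhibition above the screen-wide mean plus 3 SD, limit set per campaign, cut at about 26% in these data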;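 further: 0% = LYPLA2 with DMSO and 100% = wells lacking LYPLA2 enzyme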
Target sequence (O95372 whole entry, looked up): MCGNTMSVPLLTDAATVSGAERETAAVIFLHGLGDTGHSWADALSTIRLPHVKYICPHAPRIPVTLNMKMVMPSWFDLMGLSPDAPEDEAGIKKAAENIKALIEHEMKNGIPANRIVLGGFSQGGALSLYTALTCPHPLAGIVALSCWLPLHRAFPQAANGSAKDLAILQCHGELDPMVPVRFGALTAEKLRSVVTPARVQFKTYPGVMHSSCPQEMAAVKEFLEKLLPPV
EBNA-1 inh = blocks EBNA-1 binding to DNA; EBNA-1 DNA binding, fluorescence polarization; hit rate 0.34% among 300,000; inhibition, % at 14.8 µM; in the data active means inhibition above about 28%
* hit, by the source's call; . = no result given. The list is partial, so the mix of outcomes need not match the whole.

SMILES,PREPL inhibitor,pPAFAH inh,ZTA counter,PAFAH1B3 FP inh,PAFAH1B2 inh,LYPLA1 inh,PAFAH2 inh,LYPLA2 counter,EBNA-1 inh
COC(=O)C1=C(COc2ccccc2)NC(=O)NC1c1ccc(Cl)cc1 (stereo not given),-16,6,-10,.,.,1,.,4,-6
CC(C)C[C@H]1CN=C(Nc2ccccc2)N1CCCC1CCCC1,4,5,18,-5,-2,2,-3,7,-3
CCOC(=O)N1CCC(Nc2c(-c3ccc(C)cc3)c(=O)c2=O)CC1,2,4,0,0,4,-4,-4,3,-9
COc1cccc2sc(Nc3nnc(-c4ccc(F)cc4)o3)nc12,19,18,14,15,11,-3,65*,-2,8
C/C=C/c1cc(OC)c2c(c1)[C@H](C)[C@@H](c1ccc(O)c(OC)c1)O2,5,2,-2,-7,1,-2,-4,-7,-5
Cc1nc(NCCc2ccc(S(N)(=O)=O)cc2)c2c(C)c(C)sc2n1,12,0,3,3,2,0,-10,-1,-10
Cc1cc([N+](=O)[O-])ccc1NC(=O)c1ccc(NC(=O)C(C)C)cc1,-1,0,-13,11,2,-2,3,-5,-9
Cc1ccc(C(=O)NCCNc2ncc(C(F)(F)F)cc2Cl)cc1[N+](=O)[O-],7,4,19,-1,2,-1,2,-3,17
Cc1nc(-c2ccccc2)sc1C(=O)/C=C/c1ccc(Cl)cc1,-2,8,-21,0,-4,4,1,0,-2
O=C(c1cn(Cc2ccccc2)nc1-c1cccnc1)N1CCN(Cc2ccccc2)CC1,19,-2,0,5,9,2,0,6,.
O=C(OCC(=O)N1CCCC1)c1ccccc1OCc1ccccc1,11,-1,-3,1,1,1,3,3,-8
COc1ccc(C(=O)OCC(=O)NCc2ccc3c(c2)OCO3)cc1S(=O)(=O)N1CCOCC1,12,1,.,17,10,.,21,.,.
CC(C)CCn1c(=O)c2ccccc2n2c(CN3CCCC3)nnc12,-7,3,24,9,7,0,-4,5,12
Cc1ccc(CS(=O)(=O)CCC(=O)NCc2ccc3c(c2)OCO3)cc1,-7,15,0,2,5,1,4,0,-1
Cc1cc(C)n2nc(C)c(Br)c2n1,17,-4,-10,6,0,-1,-2,1,-4
Cc1cccc(NC(=O)C2CCCN2S(=O)(=O)c2ccc(Cl)cc2)n1 (stereo not given),1,6,2,2,-3,2,-5,-1,11
CCCCn1c(SCC(=O)Nc2ccc(OC)cc2)nc2ccc(N3CCOCC3)cc2c1=O,27,13,-22,-2,1,-4,-1,-2,0
Cc1cc(C)n(-c2nnc(C)n2/N=C/c2ccccc2F)n1,15,3,-6,7,3,1,9,5,6
CS(=O)(=O)c1ccc2nnn(OCC(=O)Nc3cccc(C#N)c3)c2c1,-4,-1,10,-4,-3,-1,5,0,7
CCC(NC(=O)C1(C)CC1(Br)Br)c1ccc(C)cc1 (stereo not given),3,6,8,3,15,0,-3,5,3
Cc1ccc(OCc2nc(C#N)c(NCc3ccco3)o2)cc1,-2,4,-10,6,4,-5,-3,-5,3
COC(=O)c1cc(-c2cc(OC)ccc2OC)nc2c1c(=O)n(C)c(=O)n2Cc1ccccc1,-3,-5,4,5,3,-3,-3,-12,-4
COc1cc(OC)cc(OC(=O)C2CCN(S(=O)(=O)c3ccc(OC)c(OC)c3)CC2)c1,31,0,-1,7,1,0,-1,7,1
CC(/C=N/NC(=O)c1n[nH]c2c1CCC2)=C\c1ccccc1,2,5,-10,7,7,1,1,1,-15
O=C(c1cccc(Cl)c1)N1CCC(=O)N(C(CO)Cc2ccccc2)CC1 (stereo not given),5,4,-9,-6,-2,1,2,-3,6
Cc1cccc(Cn2c(N3CCN(CCO)CC3)nc3c2c(=O)[nH]c(=O)n3C)c1,7,10,8,0,3,4,6,9,-10
COc1ccc(C(CNC(=O)c2ccc(S(=O)(=O)N3CCOCC3)cc2)N2CCCCC2)cc1 (stereo not given),-8,0,21,1,2,0,0,-7,16
COc1cc(-c2nc3cccc(C)n3c2NCC2CCCO2)ccc1O (stereo not given),-7,3,-7,4,0,2,1,1,-9
C#CCOCCOCCOCCNc1nc(N2CCN(C(=O)CCCCCCCCCCNC(=O)[C@H](CCCCN)n3cc(C)nn3)CC2)nc(N2CCN(C(=O)CCCCCCCCCCNC(=O)[C@@H]([C@H](C)O)n3cc(C)nn3)CC2)n1,36,1,40*,4,-10,-3,-5,13,12
COc1ccc2c(c1OC)C(=O)O[C@@H]2[C@H]1c2c(cc3c(c2OC)OCO3)CCN1C,4,0,-14,11,6,-2,4,-1,-16
O=C1CC(N2CCN(S(=O)(=O)c3cccc(C(F)(F)F)c3)CC2)C(=O)N1Cc1ccccc1 (stereo not given),8,4,9,4,2,-1,1,-2,0
CCn1cc([N+](=O)[O-])c(C(=O)N2N=C(c3ccc4ccccc4c3)CC2c2cc(Br)ccc2O)n1 (stereo not given),12,-31,-12,-68,-31,-48,-34,-99,2
NC(=O)CCS(=O)(=O)c1ccc(Cl)cc1,6,6,-16,5,3,1,-3,-4,12
CCOC(=O)N1CCC(N2Cc3cccc(C(=O)Nc4ccc(F)cc4)c3C2=O)CC1,1,3,5,-2,0,1,-3,-3,5
COc1ccccc1-n1c(CNC(=O)c2ccco2)nnc1SCC(=O)Nc1nccs1,-7,-2,3,-5,2,-2,-11,-1,-4
O=C(Nc1nccs1)C1CCCN1S(=O)(=O)c1ccc(Cl)cc1 (stereo not given),-5,0,8,-1,2,-1,3,4,-3
CC1S/C(=C(\C#N)C(=O)NCc2ccco2)N(c2ccc(F)cc2)C1=O (stereo not given),-1,0,1,11,4,-2,-2,4,6
CCCN(CC#CC(O)(c1ccccc1)c1cccnc1)CCC (stereo not given),6,-8,10,6,6,2,10,-4,6
O=C(CCCn1c(SCC(=O)c2ccccc2)nc2ccccc2c1=O)NCC1CCCO1 (stereo not given),22,0,6,5,1,2,-1,2,2
N#C/C(=C\c1ccco1)c1nc2ccccc2s1,-10,4,3,3,-7,-3,-4,-4,2

3 compounds picked at random from those above:
SMILES,PREPL inhibitor,pPAFAH inh,ZTA counter,PAFAH1B3 FP inh,PAFAH1B2 inh,LYPLA1 inh,PAFAH2 inh,LYPLA2 counter,EBNA-1 inh
O=C(Nc1nccs1)C1CCCN1S(=O)(=O)c1ccc(Cl)cc1 (stereo not given),-5,0,8,-1,2,-1,3,4,-3
CCCN(CC#CC(O)(c1ccccc1)c1cccnc1)CCC (stereo not given),6,-8,10,6,6,2,10,-4,6
CCOC(=O)N1CCC(N2Cc3cccc(C(=O)Nc4ccc(F)cc4)c3C2=O)CC1,1,3,5,-2,0,1,-3,-3,5

The listing continues:
SMILES,PREPL inhibitor,pPAFAH inh,ZTA counter,PAFAH1B3 FP inh,PAFAH1B2 inh,LYPLA1 inh,PAFAH2 inh,LYPLA2 counter,EBNA-1 inh
CCCCS(=O)(=O)N1CCN(S(=O)(=O)c2ccc(Cl)s2)CC1,-11,2,12,7,6,-2,0,-5,6
COC(=O)c1ccc(NC(=O)CCN2CCN(c3ccccc3)CC2)cc1,-9,7,-17,0,1,-1,2,-3,-5
COc1ccccc1CNCC(=O)Nc1ccc(N2CCOCC2)cc1,11,10,-9,1,2,0,1,9,-9
CCNC(=S)N1CCN(C(=O)c2ccco2)CC1,14,3,2,3,2,-3,4,3,13
CC(OC(=O)Cn1ccccc1=O)C(=O)Nc1cc(Cl)cc(Cl)c1 (stereo not given),-2,3,.,7,1,.,7,.,.
Cc1cccc(NC(=O)C23CCC(C)(/C(=N/O)C2)C3(C)C)c1 (stereo not given),14,3,-8,9,7,-3,6,-3,1
Cc1oc(-c2ccccc2)cc1C(=O)Nc1cccc(/C=C\C(=O)O)c1,-6,2,4,-4,1,-17,-3,-6,8
Fc1ccc(NC(=S)Nc2cc(-c3ccccc3)[nH]n2)cc1Cl,-10,-11,-4,-5,-6,-23,-14,-20,9
Cc1noc(C)c1S(=O)(=O)Nc1ccccc1N1CCOCC1,-7,-1,4,-4,10,0,9,3,-6
CCOC(=O)Nc1ccc2c(COC(=O)CN(C)S(=O)(=O)c3ccc(C)cc3)cc(=O)oc2c1,-11,2,0,-18,-7,-2,-8,-5,56*
Cc1ccc(S(=O)(=O)N2CCCN(C(=O)c3ccc(-n4cccn4)cc3)CC2)cc1,23,0,-12,7,6,0,-2,13,.
COCc1cc(C)nc2sc(C(=O)N3CCN(c4ccccc4)CC3)c(N)c12,28,5,-6,-1,3,0,4,5,-4
CCOc1cccc2sc(=NC(=O)CCS(=O)(=O)c3ccccc3)n(CC)c12,3,2,-4,4,-4,1,0,5,-2
COC(=O)[C@]1(Cc2ccccc2)N[C@H](CN(C)S(=O)(=O)c2ccc(C(C)(C)C)cc2)[C@@H]2C(=O)N(C)C(=O)[C@@H]21,14,-1,.,9,7,.,4,.,.
CCOc1ccc(NC(=O)NNC(=O)COc2ccc3ccccc3c2)cc1,-3,1,13,-1,1,-1,-6,0,0
CC1CCC(NC(=O)C(NC(=O)c2ccccc2)C(C)C)CC1 (stereo not given),-6,3,-1,-1,8,0,-2,-3,2
CN(CC(=O)Nc1ccc(Cl)cc1)C(=O)CCc1nc2sc3c(c2c(=O)[nH]1)CCCC3,13,6,3,-7,7,1,-2,-3,-12
FC(F)(F)c1cccc(N2CCC(N=CN3CCCCCC3)=N2)c1,12,2,-6,7,10,-2,6,4,5
CC1Cc2ccccc2N1C(=O)CN1CCN(Cc2ccccc2)CC1 (stereo not given),-5,-6,1,4,3,0,-9,0,-4
COc1ccc(CCNC(=O)CSc2nnnn2Cc2ccc3c(c2)OCO3)cc1OC,4,-2,-2,0,3,-1,-3,0,-2
O=C1CC(N2CCSCC2)C(=O)N1c1ccc(F)cc1 (stereo not given),-1,4,1,2,4,1,-1,9,9
O=C(c1ccco1)N1CCN(C(c2cccs2)c2sc3ncnn3c2O)CC1 (stereo not given),-5,4,0,0,4,2,11,2,3
Cc1ccc(C(=O)O/N=C\c2ccc(N3CCCCC3)c([N+](=O)[O-])c2)cc1,18,7,8,2,-2,-3,1,2,0
CCN(CC)CC(C)OC(=O)COc1ccc(OC)cc1 (stereo not given),6,2,-14,8,4,-3,-5,8,0
CN(C)/C=N/c1ncn(-c2ncc(C(F)(F)F)cc2Cl)n1,18,-4,-3,3,5,0,-1,-1,4
O=C(COc1ccc(/C=N/NS(=O)(=O)c2ccccc2)cc1)NCCc1ccccc1,-10,5,5,-3,4,-3,0,4,-9
Cc1ccc(-n2nnnc2SC(C)C(N)=O)c(C)c1 (stereo not given),1,0,3,5,5,-2,-1,-3,3
CCCOc1ccc(OCCN2CCCC(C)C2)cc1 (stereo not given),0,-1,4,10,3,-1,1,1,11
CC(=O)Nc1ccc(N/C(C)=C/C(=O)c2cccnc2)cc1,5,1,-10,12,-3,6,-12,1,1
CC(Nc1nc(N2CCN(CCO)CC2)nc2ccccc12)c1ccccc1 (stereo not given),5,5,-11,12,6,-2,-2,1,-9
O=C(CNC(=O)c1cccs1)NCC(=O)OCc1ccc(Cl)cc1Cl,-2,-3,-2,6,0,2,-5,4,-6
C=Cn1cc[n+](CC(=O)c2ccc(Br)s2)c1,12,3,-9,6,1,2,5,2,-15
O=C(Oc1c(CN2CCOCC2)cc(Cl)c2cccnc12)c1ccccc1F,5,6,7,11,3,0,7,1,4
Cc1ccc(C(=O)NCCN2CCNC2=O)cc1,2,2,-17,.,.,0,.,0,11
COc1cc(NC2c3ncccc3C(=O)N2Cc2ccco2)cc(OC)c1 (stereo not given),-5,0,-6,3,1,-1,-2,-2,8
